High-throughput results deposited in PubChem BioAssay by Broad Institute.
EWS-Fli block – inhibitors of EWS/Fli oncoprotein transcriptional activity; A673 NR0B1-luciferase reporter, viability-normalised; inhibition, % at 12.6 µM; 350,000 tested, 0.67% active;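 active means mean inhibition of at least 50% after viability correction, with every replicate also passing that limit; inconclusive means mean reaches 50% but only one of two replicates passes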;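 further: firefly luciferase signal divided by Alamar Blue viability fluorescence both relative to DMSO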
Cneo AK release – Cryptococcus neoformans lysis via adenylate kinase release | lysis activity, % at 15 µM | 360,000 tested, 0.2% active | C. neoformans lysis, adenylate kinase release luminescence, 4 h; normalised: neutral wells 0, clomiphene wells 100;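 active means mean lysis activity across replicates of at least 80%, whatever share of replicates individually reach that level; inactive means mean lysis activity below 80%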
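Material – Cryptococcus neoformans yeast cells · Quantity – 5 × 10^6 yeast cells/mL · Buffer or medium – YPD medium · Compound – single dose · Timing – 4 h static compound exposure, 37 °C, read 1 h post-reagent · Signal – adenylate kinase release luminescence · Read-out basis – lysis from increased AK signal · Benchmarks – Clomiphene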
LGR2 antag – inhibitors of bursicon-induced Drosophila LGR2 receptor cAMP signaling; HEK293 LGR2, CRE-luciferase, bursicon-stimulated, 4 h; inhibition, % at 9.99 µM; 380,000 tested, 0.35% active;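 active means drop in luminescence signal, shown as inhibition above about 50% in the replicate tests, limit read from the data, passing the limit was not always enough; inconclusive means probably only some replicates passing the limit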;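 further: agonist challenge used bursicon conditioned medium at about half maximal strength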
CASP6 VEID inh – inhibitors of human caspase-6; P55212; purified caspase-6, Z-VEID-R110 cleavage fluorescence; inhibition, % at 12.5 µM; 350,000 tested, 0.53% active; AID 686996;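 active means mean inhibition across replicates at least about 35%, with every replicate also reaching that limit, limit read from the data; inconclusive means only one of the two criteria met; inactive means neither criterion met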;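 further: 0% = median of neutral control wells and 100% = no fluorescence left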
Target sequence (P55212 24-179 limits assumed): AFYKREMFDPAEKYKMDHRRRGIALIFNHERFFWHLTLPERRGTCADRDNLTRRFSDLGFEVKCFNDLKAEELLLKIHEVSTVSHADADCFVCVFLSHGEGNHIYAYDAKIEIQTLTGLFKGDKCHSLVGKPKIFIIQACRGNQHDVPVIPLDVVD
Target sequence (P55212 194-293 limits assumed): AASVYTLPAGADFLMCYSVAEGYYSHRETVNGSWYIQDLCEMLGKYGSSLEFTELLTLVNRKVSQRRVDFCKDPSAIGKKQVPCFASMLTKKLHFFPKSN
PAX8 inh HTS – inhibitors of PAX8 transcriptional activity in RMG-I cells. RMG-I TPO-luciferase reporter, SteadyGlo, 24 h. inhibition, % at 12.6 µM. 360,000 tested, 1.2% active;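 active means mean replicate inhibition at least 60% with every replicate also reaching 60%; inconclusive means only one of the two criteria is met; inactive means mean below 60% and not all replicates reaching 60%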;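 further: luciferase light reporting Pax8 driven TPO promoter activity; plate controls were median of neutral control wells for no effect and mitoxantrone controls for full effect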
FN deposit inh – fibronectin deposition inhibition; 350,000 tested, 0.086% active; AH1F fibroblasts, Alexa488-fibronectin deposition fluorescence, overnight; AID 743247; inhibition, % at 12.6 µM;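 active means mean inhibition across replicates of 30% or more, regardless of how many single replicates reach that level; inconclusive means mean under 30% yet at least half of replicates reach 30%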;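 further: positive control wells lacked labelled fibronectin entirely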
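Assay system: AH1F fibroblasts assembling fluorescent fibronectin matrix; Amount: 10000 AH1F cells per well; Buffer or medium: DMEM, 2% serum; Probe or stimulus: Alexa488-fibronectin, 24 nM final in well; Doses: single compound dose, delivered by pin transfer; Incubation: 1 h adhesion, overnight exposure; Measured by: fluorescence 485/525 nm; Read-out: fibronectin deposition inhibition.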
miR-122 sensor – blocks miR-122 activity in Huh7 sensor cells. Huh7 miR-122 Renilla luciferase sensor, 48 h; neutral wells = 0, positive control = 100. activation (reporter increase), % at 12.5 µM. 340,000 tested, 0.3% active. AID 602342;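 active means mean replicate activation score at least 90 and every replicate individually at or above 90; inconclusive means only one of the two criteria met; inactive means neither criterion met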;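 further: higher luciferase means less miR-122 activity so hits act as miR-122 inhibitors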
PGC1a acetyl inh – modulators of PGC1a acetylation | U2OS PGC1a acetylation, AlphaScreen anti-acetyl-lysine; with virally co-expressed GCN5 acetyltransferase | inhibition, % at 15.6 µM | 350,000 tested, 0.17% active;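 active means every replicate shows inhibition of at least 40%; inconclusive means mean inhibition at least 40% but some replicate below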;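 further: 0% = neutral control wells and 100% = positive control wells; some results beyond the cut were filed as inactive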
* = called active by the depositor; ? = inconclusive; . = not tested or not shown; [ ] = another dose, or the depositor's remark.

SMILES,PAX8 inh HTS,EWS-Fli block,LGR2 antag,PGC1a acetyl inh,Cneo AK release,miR-122 sensor,CASP6 VEID inh,FN deposit inh
O=C(CCl)NC1CCCc2ccccc21 (configuration not stated),26,15,8,-4,.,-3,-5,11
C[C@@H]1CN([C@H](C)CO)S(=O)(=O)c2ccc(C#CC3CC3)cc2O[C@@H]1CN(C)Cc1cccnc1,.,5,-1,-3,0,-21[16.7 µM],3,.
c1ccc(-c2ccc(CNC3CC3)cc2)cc1,-31,-17,-11,2,1,-1,-6,3
C[C@H](CO)N1C[C@H](C)[C@H](CN(C)CC2CCCCC2)OCCCC[C@H](C)Oc2ccc(NC(=O)CCCCCC(=O)Nc3ccccc3N)cc2C1=O,30,?,-72,5,0,3[16.7 µM],-3,.
COc1ccc(S(=O)(=O)N(C)C[C@H]2Oc3c(NC(=O)Nc4cccc5ccccc45)cccc3C(=O)N([C@@H](C)CO)C[C@@H]2C)cc1,.,24,-10,-7,3,-6[16.7 µM],-3,-3
O=C(Cc1cccnc1)N1CC(=O)N2[C@H](CO)[C@@H](c3ccc(C4=CCCC4)cc3)[C@@H]2C1,-5,2,-3,0,.,.,3,7
Cc1cccc(-c2ncc(CN3CCC(CO)(CCCc4ccccc4)CC3)cn2)c1,6,5,16,17,.,-1,7,0
CCOC(=O)C1(CCSC)NC(c2ccco2)C2C(=O)N(CC)C(=O)C21 (configuration not stated),4,.,.,4,2,-10,.,-5
CC(=O)N(C)C[C@H]1Oc2cc(-c3ccc(F)cc3)ccc2S(=O)(=O)N([C@H](C)CO)C[C@@H]1C,.,-2,5,-14,7,7[16.7 µM],-1,.
COc1ccc(-c2noc(COc3ccccc3OC)n2)cc1OC,-72,-37,-49,-7,-4,-4,-5,4
O=C(NC(N1CCOCC1)C(Cl)(Cl)Cl)c1ccco1 (configuration not stated),-9,6,6,-10,.,-2,-6,-5
CC(C)C(NC(=O)C12CC3CC(CC(C3)C1)C2)C(=O)O (configuration not stated),-10,.,.,6,3,19,.,.
C[C@H](CO)N1C[C@H](C)[C@@H](CN(C)S(=O)(=O)c2cn(C)cn2)OCCCC[C@H](C)Oc2ccc(NC(=O)C3CCCCC3)cc2C1=O,2,0,7,.,-2,1[16.7 µM],-3,.
C[C@@H]1CCCCO[C@H](CN(C)C(=O)Nc2ccc(C(F)(F)F)cc2)[C@H](C)CN([C@@H](C)CO)C(=O)c2cc(NS(=O)(=O)c3ccc(F)cc3)ccc2O1,68*,15,14,0,4,1[16.7 µM],0,5
COc1ccc(/C(O)=C2\C(=O)C(=O)N(CCN3CCOCC3)C2c2ccccc2OC)cc1 (configuration not stated),-5,11,.,.,.,.,4,3
Cc1ccc(-c2cc(Cc3ccccc3)c(=O)[nH]n2)cc1,13,3,-5,-6,0,-7,1,-4
C[C@@H]1CN([C@@H](C)CO)C(=O)Cc2cc(NC(=O)c3ccncc3)ccc2O[C@H]1CN(C)S(=O)(=O)c1ccc(Cl)cc1,7,-4,1,-2,-1,3[16.7 µM],1,.
CCC(CO)NCc1ccc(-c2ccccc2)cc1 (configuration not stated),-14,-23,-8,-6,-1,2,-5,0
O=C(NNC(=O)C1CC1)c1ccccc1[N+](=O)[O-],-2,.,9,-2,0,-3,2,.
CCOC(=O)NC(c1ccc(C(C)C)cc1)C(Cl)(Cl)Cl (configuration not stated),-40,11,0,7,.,-1,-3,9
C[C@@H]1CN([C@H](C)CO)C(=O)c2cc(NC(=O)Nc3cccc4ccccc34)ccc2O[C@@H](C)CCCCO[C@H]1CN(C)C(=O)NC1CCCCC1,29,10,-3,-6,3,-8[16.7 µM],1,.
CC(C#N)(NC(=O)COC(=O)c1ccccc1NCCO)C1CC1 (configuration not stated),-11,1,-27,.,.,.,5,-4
O=C(CN1CCc2ccccc2C1)Nc1ccc(F)cc1F,-10,1,9,-8,0,-9,0,8
COc1ccc(/C(C)=N/N=C2/NC(=O)CC(C(=O)O)S2)cc1F (configuration not stated),-21,1,6,-2,.,.,1,-12
Cc1nc2ccccc2n1/C(=N\S(=O)(=O)c1ccccc1)c1ccccc1,-3,-4,-9,.,.,.,0,3
Cc1nc2ccc(NS(=O)(=O)c3ccc(C)c(C)c3)cc2s1,24,.,.,-8,-4,23,.,-8
COc1ccc(NC(=O)CN2CCc3ccccc3C2)c([N+](=O)[O-])c1,9,-15,3,1,-3,2,-1,-1
CCOC(=O)CCCNC(=O)COC(=O)c1cc2ccccc2cc1O,8,.,.,-15,-1,-4,.,15
Cc1cc(C)cc(NC(=O)Cn2cnc3c(nnn3Cc3ccc(F)cc3)c2=O)c1,-4,4,7,.,.,.,-1,-1
O=C(O)CC(CC(=O)Nc1ccc(-c2ccccc2)cc1)c1ccccc1 (configuration not stated),23,1,-23,4,0,-11,3,3
COC(=O)CN1C(=S)N(c2ccccc2)C(=O)C1CC(=O)Nc1ccc(Cl)cc1 (configuration not stated),6,12,15,.,.,.,1,-5
CCOC(=O)C1CCN(C(=O)CCCn2nc(CC)n3c(cc4occc43)c2=O)CC1,4,7,-17,-7,14,.,1,-13

Retrieved one by one from above, two records:
SMILES,PAX8 inh HTS,EWS-Fli block,LGR2 antag,PGC1a acetyl inh,Cneo AK release,miR-122 sensor,CASP6 VEID inh,FN deposit inh
COC(=O)CN1C(=S)N(c2ccccc2)C(=O)C1CC(=O)Nc1ccc(Cl)cc1 (configuration not stated),6,12,15,.,.,.,1,-5
Cc1nc2ccccc2n1/C(=N\S(=O)(=O)c1ccccc1)c1ccccc1,-3,-4,-9,.,.,.,0,3

Further entries follow.
SMILES,PAX8 inh HTS,EWS-Fli block,LGR2 antag,PGC1a acetyl inh,Cneo AK release,miR-122 sensor,CASP6 VEID inh,FN deposit inh
O=C(CN1C(=O)COc2ccccc21)NNC(=O)Nc1ccccc1F,-4,-4,2,6,7,-1,4,10
CC(=O)N1CCN(S(=O)(=O)c2cccc(C(=O)OCC(=O)Nc3c(Cl)cccc3C(F)(F)F)c2)CC1,2,1,-4,5,0,-7,0,-3
Cc1ccc(-c2cc(-c3ccccc3)nc(N(C)N)n2)cc1,8,10,-2,.,3,4,-1,-7
COc1ccc(NCc2cc(=O)[nH]c3ccccc23)cc1,24,-1,-39,-2,1,0,0,7
Cc1nc(C)n(CC(O)COc2ccc(C(=O)c3ccccc3)cc2)n1 (configuration not stated),22,.,.,-8,-6,-6,.,0
Cc1c(O)nc2sc3ccccc3n2c1=O,-3,20,0,.,.,.,-2,-4
COc1cccc(CNC(=O)C[C@H]2C=C[C@H](NC(=O)C3CCOCC3)[C@@H](CO)O2)c1,-11,4,9,13,5,.,-1,5
CCN1C[C@@H]2[C@@H]3C(=O)N(C)C(=O)[C@@H]3[C@](CC)(C(=O)OC)N2C1=NC,-12,-9,-1,7,1,-3,9,-5
CCOC(=O)N1CCN(C(=O)c2ccc(CN(c3ccccc3)S(C)(=O)=O)cc2)CC1,2,.,.,7,1,-3,.,-6
COc1ccc(N2C(=O)C3C(C2=O)C(C(=O)c2ccccc2)N2CCCC32)cc1 (configuration not stated),19,12,0,5,0,-8,-5,3
O=C(O)C1CCCN1S(=O)(=O)c1ccc(F)cc1 (configuration not stated),-1,8,8,-4,0,6,-2,2
CC1(C)CC(=O)C(N=Nc2ccc(C(F)(F)F)cc2[N+](=O)[O-])=C(O)C1,5,10,-2,-2,4,2,-1,-8
Cc1c(Br)cc(C(=O)NCCCN2CCOCC2)c(C)c1C,.,.,6,1,3,-5,.,.
Cc1ccc(CNS(=O)(=O)NCc2cccs2)cc1,-2,1,-50,.,.,.,-1,-4
COc1cccc(C2CC(c3cccc(Br)c3)n3ncnc3N2)c1 (configuration not stated),31,0,4,2,-1,-6,-1,-1
CCOC(=O)c1nnn(-c2nonc2NC(C)=O)c1C,.,.,-6,0,-2,-2,.,.
Cc1ccc(C)c2c1N(Cc1ccccc1)C(=O)C21OCCO1,11,8,0,6,-2,8,-2,3
CC(C)(C)NS(=O)(=O)c1ccc(CCC(=O)N2CCOCC2)cc1,6,.,.,?,.,-8,.,4
C[C@H](NC(=O)c1[nH]cnc1C(=O)N[C@@H](C)CO)c1ccccc1,-38,-2,-5,.,-3,1,2,6
CCC1Oc2ccccc2C(=O)N(CC(=O)c2ccc3c(c2)OCCO3)C1=O (configuration not stated),-16,-10,-7,8,-2,-4,2,0
CC(Nc1c[nH]c(=O)[nH]c1=O)c1ccccc1 (configuration not stated),7,5,2,4,-4,3,-1,8
Cc1c(NS(=O)(=O)c2ccc(NC3CCCC3)c([N+](=O)[O-])c2)c(=O)n(-c2ccccc2)n1C,8,1,.,.,.,.,1,-5
COc1cccc(NC(=O)c2nn(C)c3c2CS(=O)(=O)c2ccccc2-3)c1,-1,-3,1,1,0,2,2,0
CCCCN(C(=O)CCCc1nc2ccccc2c(=O)[nH]1)c1c(N)n(CC(C)C)c(=O)[nH]c1=O,-2,-3,.,-3,3,10,1,-6
COc1ccc(C(=O)Nc2ccc(N3CCN(C)CC3)cc2)cc1,-125,-96,-19,.,-1,0,-17,-1
O=S(=O)(NCCCc1ccccc1)c1cccc2nsnc12,-34,-30,-3,.,.,.,-1,0
COCCn1c(=O)c2c(nc3n2CCCN3CCc2ccccc2)n(C)c1=O,10,0,-8,2,-1,8,-1,5
C=CCOc1cccc(C2C(C(=O)c3ccco3)=C(O)C(=O)N2CCN2CCOCC2)c1 (configuration not stated),.,.,-8,18,0,4,2,.
Cc1cccc(-c2nc3c(c(SCC(=O)N4CCCC4)n2)COC(C)(C)C3)c1,7,.,10,-3,-2,-4,2,-2
Cc1cccc(NC(=O)CCS(=O)(=O)c2cccc3nsnc23)c1C,23,.,.,-2,0,-3,.,-5
